Screening data deposited in PubChem BioAssay by Broad Institute.
RAD54 branch: inhibitors of human RAD54 branch migration. inhibition, % at 10.4 µM. Q92698. 360,000 compounds, 0.14% hits. RAD54 Holliday junction branch migration, FAM/BHQ fluorescence. AID 602329;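 active = mean normalized replicate activity at least 40 and at least half of replicates scoring 40 or more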;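 note: 0% = median of neutral control wells and 100% = median of positive control wells; inhibitors cause a drop in the FAM fluorescence signal; in these data hits start at about 50%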
esBAF inh: inhibitors of esBAF chromatin remodeling in mouse ES cells; Bmi1-luciferase knock-in reporter, 24 h; 100% = twice the neutral-well signal; reporter increase, % at 12.5 µM; 350,000 compounds, 2% hits; in the data active = activation above about 40%;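 note: 0% = median of the plate's neutral control wells and 100% = double that signal; a rise in the Bmi1 reporter signal indicates esBAF inhibition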
Starred values were filed as active, the others as inactive.

SMILES | RAD54 branch | esBAF inh
COc1ccc(C(=O)c2ccccc2)c(O)c1 | -5 | 6

These rows are one share of the data, so the mix of outcomes need not match the whole.
